High-throughput results as filed in PubChem.
H9c2 TAG inh – inhibitors of triacylglycerol accumulation, primary screen, cell-based, uHTS, fluorescence, H9c2. H9c2 cells, Nile Red lipid (TAG) fluorescence; cells loaded with 200 µM oleic acid. 230,000 compounds, 0.66% hits. inhibition, % at 12.5 µM;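 active means pattern-corrected inhibition of lipid staining of at least 50% with the nuclear-stain viability signal not falling by more than 50%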;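 further: 0% = DMSO wells and 100% = triacsin C control wells; some results filed as inactive read as strong as hits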
H9c2 TAG inh DAPI viability – recorded beside H9c2 TAG inh, whose call it bears; DAPI nuclei signal change (viability), lower = more cytotoxic, %;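 whole-well DAPI fluorescence read on a plate reader as a viability signal; minus 50 percent equals half of cells still viable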
* = called active by the depositor. This is a subset. The share of hits here may be higher or lower than overall.

Below each SMILES – H9c2 TAG inh, H9c2 TAG inh DAPI viability
1: CCN(CC(=O)Nc1c(F)cccc1F)C(=O)CNC(=O)c1ccco1
→ 1, 1
2: Cc1ccc(C(=O)NNC(=O)c2ccc(NC(=O)C(C)(C)C)cc2)cc1
→ 7, -7
3: NCCSc1c(-c2ccccc2)[nH]c2ccccc12
→ 32, 4
4: CS(=O)(=O)c1ccc(N)cc1
→ 1, 4
5: Cc1cccn2c(=O)c(C(=O)NC3CC(C)CC(C)(C)C3)c(O)nc12 (stereo unspecified)
→ 18, 4
6: CCCn1ncc(CN2CCC(N3CCC(C(=O)N4CCOCC4)CC3)CC2)c1C
→ 0, 1
7: COc1cc(CC(=O)OCC(=O)N2CC(=O)Nc3ccccc32)cc(OC)c1OC
→ -1, 8
8: CCCNC(=O)C(Cc1ccccc1)NC(=O)c1cccc([N+](=O)[O-])c1 (stereo unspecified)
→ 7, 2
9: COc1ccc(-c2nn3c(-c4ccco4)nnc3s2)cc1OC
→ 5, 2
10: O=C1COc2ccc(S(=O)(=O)Nc3ccc4c(c3)OCO4)cc2N1
→ -48, -4
11: COc1cc(C2CC(=O)N(c3ccc(C)cc3)C(=O)C2)cc(OC)c1OC
→ 36, -15
12: Cc1cc(C)cc(OCC(=O)Nc2ccc(CN3CCCCC3)cc2)c1
→ 3, 4
13: Cc1[nH]c(-c2ccccn2)nc(=S)c1Cl
→ -4, 12
14: COC(=O)CCC(=O)N1CCC(Oc2cccc(C(=O)NCc3ccccn3)c2)CC1
→ 3, 7
15: C=C1c2nc3ccccc3n2C=C(c2ccc(C)cc2)N1c1ccccc1
→ 56*, -7.3*
16: COc1ccccc1N1CCN(c2nc(-c3ccccc3)cc(C(F)(F)F)n2)CC1
→ 36, -5
17: CCOc1c(Cl)cnn(-c2ccc(C)cc2)c1=O
→ 2, 2
18: CCOc1ccc2[nH]c(=O)c(CN(CCN3CCCC3)C(=S)Nc3ccccc3OCC)cc2c1
→ 13, 35
19: O=C(/C=C/c1ccccc1)OCC(=O)c1ccc[nH]1
→ 2, 9
20: CN(C)S(=O)(=O)c1ccc(C(=O)NCc2nnc(SCC(=O)c3ccccc3)o2)cc1
→ -14, 1
21: Cc1nc(Cl)sc1C(=O)Nc1cc(F)cc(F)c1
→ -4, 1
22: O=C(COC(=O)c1cc[n+]([O-])cc1)NCCc1ccc(Cl)cc1Cl
→ 4, -3
23: CCOc1ccccc1N1CCN(c2nc(N)c(C#N)c(CC#N)c2C#N)CC1
→ -24, 0
24: CCCOc1ccc(C2C(C(=O)c3ccc(C)o3)=C(O)C(=O)N2CCCn2ccnc2)cc1 (stereo unspecified)
→ -15, 7
25: COCCCNc1c2c(nc3nnnn13)CCCC2
→ -6, 2
26: O=C(COC(=O)c1ccc2[nH]c3c(c2c1)CCCC3)Nc1ccccc1Cl
→ 7, 6
27: CC(=O)OCCOc1nc(N(C)C)nc(N(C)C)n1
→ 18, -7
28: O=C1CCC(=O)N1c1ccccc1OS(=O)(=O)c1ccccc1
→ -10, 1
29: Cc1cc(Oc2ccc(=O)[nH]n2)nc(Cl)n1
→ -2, 4
30: CCO[C@H]1OC(C(=O)NCc2nc3ccccc3[nH]2)=C[C@@H](c2csc3ccccc23)[C@@H]1CCCO
→ -6, 5

A different layout for some results above.
no.	canonical_smiles	H9c2 TAG inh	H9c2 TAG inh DAPI viability
8	CCCNC(=O)C(Cc1ccccc1)NC(=O)c1cccc([N+](=O)[O-])c1 (stereo unspecified)	7	2
9	COc1ccc(-c2nn3c(-c4ccco4)nnc3s2)cc1OC	5	2

One compound at a time, as listed above. Values in the order: H9c2 TAG inh	H9c2 TAG inh DAPI viability
O=C1COc2ccc(S(=O)(=O)Nc3ccc4c(c3)OCO4)cc2N1 is listed as -48	-4
Cc1nc(Cl)sc1C(=O)Nc1cc(F)cc(F)c1 is listed as -4	1

Additional records:
Below each SMILES – H9c2 TAG inh, H9c2 TAG inh DAPI viability
31: COC(=O)Cc1c(C)c2ccc(OCC(C)=O)c(C)c2oc1=O
→ 0, 4
32: O=C1CC2(CCN(C(=O)c3ccccc3F)CC2)Oc2ccccc21
→ 19, 1
33: COC(=O)c1c(NC(=O)CN2CCN(C(=O)c3ccco3)CC2)c2cc(C)ccc2n1C
→ -14, -6
34: CSCC(C)N1CCC(n2nccc2NC(=O)CCOc2ccccc2)CC1 (stereo unspecified)
→ 2, 7
35: COc1ccc(S(=O)(=O)NCC(c2cccnc2)N2CCN(c3ccc(F)cc3)CC2)cc1C (stereo unspecified)
→ -2, 5
36: Nc1ccc(C(=O)OCC(=O)NC2CCCc3ccccc32)cc1[N+](=O)[O-] (stereo unspecified)
→ 5, -3
37: Cc1nc(-c2ccccc2)sc1-c1ccnn1C
→ 6, 26
38: CCOC(=O)N1CCC(N(CCN(C)C)C(=S)Nc2cc(Cl)cc(Cl)c2)CC1
→ 5, -1
39: CCN(C(=O)CSc1nnc(-c2ccc(C)cc2)n1N)c1c(N)n(Cc2ccccc2)c(=O)[nH]c1=O
→ -9, -4
40: N/C(=N\OC(=O)c1ccccc1Cl)c1cccnc1
→ -8, -5
41: Cc1ccc(Cl)cc1NC(=O)CON=C(N)c1ccccc1
→ -12, -12
42: N=c1c(C(=O)NCc2ccc(F)cc2)cc2c(=O)n3ccccc3nc2n1Cc1ccco1
→ -4, 24
43: Cc1nn(C)cc1S(=O)(=O)N1CCN(c2ccccc2)CC1
→ 20, -2
44: CC(C)c1ccc2oc(=O)cc(CN3CCN(c4ccc(F)cc4)CC3)c2c1
→ -1, 6
45: Cc1ccn(CCC(=O)N2CCCC(CCC(=O)NCc3ccc(F)c(F)c3)C2)n1 (stereo unspecified)
→ -12, -4
46: CN(C=O)c1cc([N+](=O)[O-])ccc1OCc1ccccc1
→ 8, 0
47: C[C@]1(OC(=O)/C=C/c2ccccc2)C[C@@H](O)[C@]2(O)C=CO[C@@H](O[C@@H]3O[C@H](CO)[C@@H](O)[C@H](O)[C@H]3O)[C@@H]21
→ -6, 6
48: Cc1ccc(Nc2nnc(SCC(=O)Nc3ncc(C(F)(F)F)cc3Cl)s2)cc1
→ -10, 5
49: O=C(CNC(=O)c1ccc(F)cc1)N/N=C/c1cn[nH]c1-c1ccccc1
→ 1, -3
50: CCCCn1c(N2CCC(Cc3ccccc3)CC2)nc2c1c(=O)[nH]c(=O)n2C
→ 13, -3
51: CCOC(=O)c1sc(NC(=O)c2c(OC)cccc2OC)nc1C
→ -13, 6
52: COc1ccc(CCN2C(=O)CC(N3CCN(S(=O)(=O)c4ccccc4)CC3)C2=O)cc1OC (stereo unspecified)
→ 11, -9
53: O=C(CSc1ccccc1Cl)N1CCC(c2nc3ccccc3s2)CC1
→ -14, 28
54: CCC(CC)C(=O)N(C)c1c(C)nc2c(OCCC3CCCCC3)cccn12
→ 27, 0
55: O=C(O)COc1ccccc1/C=C1\SC(=O)N(Cc2ccc(F)cc2)C1=O
→ 0, -1
56: O=C(Nc1cccc(S(=O)(=O)N2CCOCC2)c1)c1cc(=O)[nH]c2ccccc12
→ -21, 8
57: Cc1ccc2c(c1)N(CC(=O)NCCCN1C(C)CCCC1C)C(=O)c1cccnc1O2 (stereo unspecified)
→ -5, -10
58: CSCCC(NC(=O)COc1ccccc1)C(=O)N1CC(C)OC(C)C1 (stereo unspecified)
→ -13, -3
59: Cc1nn(-c2ccccc2)c(N2CCCC2)c1/C=C1\N=C(c2ccc(OC(C)C)cc2)OC1=O
→ 8, 5
60: COc1ccc(C)cc1NC(=O)CSc1nnc2ccc(-c3ccncc3)nn12
→ -13, 6
61: CCCCn1c(=O)[nH]c(=O)c2c1nc(-c1ccc(C(F)(F)F)cc1)n2C
→ 19, -3
62: Cc1cc(NC(=O)c2cccc(C(=O)Nc3cc(C)on3)n2)no1
→ 11, 10
63: Cc1ccc2cc(C)c3nnc(SCC(=O)c4cccs4)n3c2c1C
→ -13, 3
64: COc1ccc(C2(CNC(C)=O)CCOCC2)cc1OC
→ 2, -5
65: N#CC1=C(N)OC2=C(CC/C2=C\c2ccccc2)C1c1ccccc1 (stereo unspecified)
→ -24, 8
66: Cc1ccc(COc2ccc(C)nc2[N+](=O)[O-])cc1
→ -9, 1
67: CCOC(=O)CN(C(=O)CCC(=O)Nc1cc(C)on1)C(C(=O)NC1CCCC1)c1cccnc1 (stereo unspecified)
→ 6, -15
68: CCCCN1CC(COCc2ccccc2)Oc2cccc(OCc3ccc(OC)cc3)c2S1(=O)=O (stereo unspecified)
→ -13, -1
69: CSCCC(NC(=O)c1ccccc1Cl)C(=O)N1CCC1 (stereo unspecified)
→ 3, 5
70: CCOc1ccc(C(=O)CCC(=O)N(CC)CC(=O)Nc2c(F)cccc2F)cc1
→ 3, -2
71: CCN1C(=O)CC(NNC(=O)c2ccccc2)C1=O (stereo unspecified)
→ -6, -2
72: CCOc1ccccc1-c1cncc(NC)n1
→ -11, 10
73: Cc1ccc(NC(=O)CS(=O)CC(=O)Nc2ccc(N3CCOCC3)cc2)cc1Cl (stereo unspecified)
→ 12, -3
74: CCCOc1ccc(C(C(=O)OCCN(CC)CC)c2ccccc2)cc1 (stereo unspecified)
→ -14, 7
75: CCC(C(=O)Nc1ccc(S(=O)(=O)N2CCN(C)CC2)cc1)c1ccccc1 (stereo unspecified)
→ -1, 4
76: COc1ccc(C(=O)n2nc(-c3ccco3)nc2SC)cc1OC
→ -20, 8
77: CCCc1cc(=O)c2ccc(OCC(C)=O)cc2o1
→ -9, 4
78: COc1ccccc1N1CCN(Cc2cc(=O)c(OCC(=O)Nc3ccccc3)co2)CC1
→ -1, 5
79: CC12CCC(=O)N1C(C(=O)N1CCN(c3ccc([N+](=O)[O-])cc3)CC1)CS2 (stereo unspecified)
→ -17, 1
80: COc1cc(/C=C/C(=O)O)cc(S(=O)(=O)NNC(=O)c2ccc3c(c2)OCO3)c1OC
→ -18, -4
81: COc1ccc(CCCNC(=O)CC#N)cc1OC
→ -2, 10
82: Cc1cc(C=O)c(C)n1-c1ccc(N2CCOCC2)c([N+](=O)[O-])c1
→ -6, -2
83: COc1ccc(C(=O)COC(=O)c2ccc(Cl)nc2)cc1OC
→ 2, -3
84: Cc1ccc(S(=O)(=O)N2[C@@H](c3ccc(Cl)cc3)C(C(=O)O)=CC[C@H]2c2cccc(Cl)c2)cc1
→ 15, 3
85: CCc1nc2c(OCc3ccc(F)c(F)c3)cccn2c1N(C)C(=O)C(C)C
→ 1, -7
86: Nc1c(C(=O)OCC(=O)Nc2ccccc2Br)[nH]c(=O)[nH]c1=O
→ -1, 7
87: COc1cccc(OC)c1C(=O)Nc1cccc(-c2nc3ccccc3[nH]2)c1
→ -2, 1
88: CCc1ccc(N(C(=O)c2snc(C(N)=O)c2N)C(C(=O)NCCC(C)C)c2c[nH]c3ccccc23)cc1 (stereo unspecified)
→ 17, -11
89: CCOc1ccc(NC(=O)NC2CCOC(C)(C)C2)cc1 (stereo unspecified)
→ -26, 5
90: O=C(CSc1nc2c(c(=O)n1-c1ccc(Cl)cc1)SCC2)N1CCCC1
→ 0, -12

(list continues)
Below each SMILES – H9c2 TAG inh, H9c2 TAG inh DAPI viability
91: Cc1cc(N2CCN(C)CC2)nc2ccc(NC(=S)N3CCOCC3)cc12
→ 13, 12
92: COc1ccc(-c2ccc(C#N)c(SCC(=O)Nc3sc4c(c3C#N)CCC4)n2)cc1OC
→ 19, 23
93: Cc1ccc(NC(=O)c2cc(-c3ccco3)nc3ccccc23)cc1S(=O)(=O)N1CCOCC1
→ 14, 13
94: CCCCCC(=O)N1C[C@@H](O)[C@H](n2cc(C3CC3)nn2)C[C@@H]1c1ccc(OC)cc1
→ 0, -8
95: S=C(NCc1ccco1)Nc1cccc(Cl)c1Cl
→ -1, 3
96: COc1ccc(NC(=O)c2cc(-c3ccccc3)nc3c2cnn3C(C)C)c(OC)c1
→ 9, 14
97: CC(CNCCCn1ccc(NC(=O)OCc2ccccc2)nc1=O)c1ccccc1 (stereo unspecified)
→ 4, 7
98: COc1ccc(Cl)cc1NC(=O)CN(C)C(=O)c1ccc(-n2nc(C)cc2C)cc1
→ 21, -11
99: O=C(COC(=O)C1CC1)NCc1ccccc1
→ -7, 4
100: COc1ccc(-n2ncc3c(N4CCN(c5cccc(C)c5C)CC4)ncnc32)cc1
→ 15, 1
101: CCN(CC(=O)Nc1ccccc1OC)C(=O)C1CCCC1
→ -15, 4
102: CCCC1CC(C(=O)NC(C(C)Cl)C2OC(SC)C(O)C(O)C2O)N(C)C1 (stereo unspecified)
→ 5, 0
103: Cn1c(=O)c2c(nc(N3CCN(c4ccc([N+](=O)[O-])cc4)CC3)n2C)n(C)c1=O
→ -7, 8

Of the compounds above, these contain a nitro group on carbon:
Below each SMILES – H9c2 TAG inh, H9c2 TAG inh DAPI viability
8: CCCNC(=O)C(Cc1ccccc1)NC(=O)c1cccc([N+](=O)[O-])c1 (stereo unspecified)
→ 7, 2
36: Nc1ccc(C(=O)OCC(=O)NC2CCCc3ccccc32)cc1[N+](=O)[O-] (stereo unspecified)
→ 5, -3
46: CN(C=O)c1cc([N+](=O)[O-])ccc1OCc1ccccc1
→ 8, 0
66: Cc1ccc(COc2ccc(C)nc2[N+](=O)[O-])cc1
→ -9, 1
79: CC12CCC(=O)N1C(C(=O)N1CCN(c3ccc([N+](=O)[O-])cc3)CC1)CS2 (stereo unspecified)
→ -17, 1
82: Cc1cc(C=O)c(C)n1-c1ccc(N2CCOCC2)c([N+](=O)[O-])c1
→ -6, -2
103: Cn1c(=O)c2c(nc(N3CCN(c4ccc([N+](=O)[O-])cc4)CC3)n2C)n(C)c1=O
→ -7, 8

Pulled one by one from the entries so far, three records:
Below each SMILES – H9c2 TAG inh, H9c2 TAG inh DAPI viability
99: O=C(COC(=O)C1CC1)NCc1ccccc1
→ -7, 4
94: CCCCCC(=O)N1C[C@@H](O)[C@H](n2cc(C3CC3)nn2)C[C@@H]1c1ccc(OC)cc1
→ 0, -8
97: CC(CNCCCn1ccc(NC(=O)OCc2ccccc2)nc1=O)c1ccccc1 (stereo unspecified)
→ 4, 7
